E coli WT exp – blocks growth of wild type E. coli BW25113; OD600 absorbance; growth inhibition, % at 100 µM; 98,000 compounds, 0.15% hits; AID 710;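 active = growth inhibition above about 50% at one test dose, limit read from the data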;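 note: growth measured after 20 h incubation at 37 °C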
PostGolgi yeast – growth inhibition of a yeast mutant, post-Golgi transport screen. 98,000 compounds, 0.9% hits. inhibition, % at 10 µM. post-Golgi transport phenotypic cell assay. AID 739;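 note: yeast cells grown in 1536-well plates; yeast grown about 18 h at 30C before absorbance read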
Fibroblast inh – blocks proliferation of human lung fibroblasts; LL 47 human lung fibroblast viability, ATP luminescence; active compounds read low; viability, % at 10 µM; 85,000 compounds, 1.1% hits; AID 719;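 active = viability at or below 50% in the single dose screen; inactive = viability above 50%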;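 note: compound exposure lasted 72 h before the ATP readout; 100% = median luminescence of untreated cell-only wells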
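Times – overnight cell rest, 72 h compound treatment at 37 °C · Test system – human lung fibroblast line LL 47, low passage · Amount – 1,150 cells in each well · Controls – cell-only wells, no compound · Doses – 0.1% DMSO in all compound wells · Measured by – CellTiter-Glo luminescence · Buffer or medium – IMEM plus 15% FBS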
S1P2 ag – agonists of human S1P2 receptor; S1P2-expressing cell line, agonist reporter read-out; 97,000 compounds, 0.46% hits; O95136; AID 729; activation, % at 4.5 µM; in the data active = activation above about 16%;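 note: 0% = vehicle low control and 100% = maximal reference agonist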
Target sequence (O95136 whole entry, looked up): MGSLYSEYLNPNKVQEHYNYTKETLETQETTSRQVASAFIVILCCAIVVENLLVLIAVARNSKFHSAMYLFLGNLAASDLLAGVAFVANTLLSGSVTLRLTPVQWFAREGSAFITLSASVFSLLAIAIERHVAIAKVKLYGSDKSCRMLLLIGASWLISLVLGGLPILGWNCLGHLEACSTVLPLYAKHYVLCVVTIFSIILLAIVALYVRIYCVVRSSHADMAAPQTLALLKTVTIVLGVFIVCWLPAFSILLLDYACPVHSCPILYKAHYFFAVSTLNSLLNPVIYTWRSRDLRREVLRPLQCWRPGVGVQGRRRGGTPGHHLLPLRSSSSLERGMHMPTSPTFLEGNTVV
S1P2 blocker – antagonists of human S1P2 receptor | O95136 | cell-based S1P2 antagonist assay, inhibition at 5 uM | inhibition, % at 5 µM | 97,000 compounds, 0.21% hits | AID 736; in the data active = inhibition above about 45%;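 note: CRE beta-lactamase reporter cells expressing human S1P2 stimulated with S1P; 0% = agonist at EC80 alone and 100% = agonist plus reference antagonist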
PostGolgi ctrl – inhibits growth of the yeast control strain; inhibition, % at 10 µM; AID 738; 98,000 compounds, 5% hits; efflux-deficient yeast background strain, growth absorbance A615, 16 h
H69AR inhibit – growth inhibitors of human H69AR lung tumor cells; 85,000 compounds, 6% hits; viability, % at 10 µM; H69AR lung tumor viability, ATP luminescence, 72 h; active compounds read low; AID 598;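 active = viability at or below 40%; inactive = viability above 40%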;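 note: multidrug resistant small cell line overexpressing MRP-1 efflux transporter; 100% = mean luminescence of untreated control wells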
hDAT+cocaine – modulates human dopamine transporter uptake under cocaine. Q01959. LLC-PK1 hDAT cells, [14C]-dopamine uptake with cocaine IC80; actives deviate in either direction. B-score at 10 µM. 110,000 compounds, 1.3% hits;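 active = Z score or B-score, a plate-position-corrected score, falls beyond the plate's 99.7% confidence bounds, in either direction; inactive = both scores lie inside the 99.7% bounds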;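 note: scored against the spread of the other compound wells on the same plate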
Target sequence (Q01959 whole entry, looked up): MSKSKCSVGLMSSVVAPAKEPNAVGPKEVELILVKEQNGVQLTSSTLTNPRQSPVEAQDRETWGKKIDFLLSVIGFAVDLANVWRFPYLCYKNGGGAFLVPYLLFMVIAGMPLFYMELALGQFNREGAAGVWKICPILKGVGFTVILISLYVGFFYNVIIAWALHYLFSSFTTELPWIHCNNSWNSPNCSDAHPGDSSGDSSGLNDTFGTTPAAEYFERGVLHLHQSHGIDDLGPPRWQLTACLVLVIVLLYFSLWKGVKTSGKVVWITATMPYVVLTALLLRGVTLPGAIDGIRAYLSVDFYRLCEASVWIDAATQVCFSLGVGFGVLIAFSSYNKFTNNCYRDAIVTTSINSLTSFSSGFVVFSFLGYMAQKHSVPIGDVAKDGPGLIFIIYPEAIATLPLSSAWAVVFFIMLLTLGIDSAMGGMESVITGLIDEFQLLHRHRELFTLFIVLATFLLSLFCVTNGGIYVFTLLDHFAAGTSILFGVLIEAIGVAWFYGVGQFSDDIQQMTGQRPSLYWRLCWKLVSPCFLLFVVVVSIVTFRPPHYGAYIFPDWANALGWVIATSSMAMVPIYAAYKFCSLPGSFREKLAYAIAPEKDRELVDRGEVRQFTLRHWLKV
HUVEC prolif 384 – blocks proliferation of human endothelial cells | HUVEC proliferation, CellTiter-Glo luminescence, 72 h; active compounds read low | viability, % at 10 µM (by protocol) | 86,000 compounds, 1.1% hits;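 active = viability at or below 30%; inactive = viability above 30%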;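 note: 100% = median luminescence of DMSO-only cell control wells on each plate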
An asterisk follows results filed as active; . = not tested or not shown. Cut-off read from the data, not from the text of the source, unless noted: active = inhibition above about 30%; inactive = the rest. Hits appear at their usual frequency. About 11% of those tested had a hit in this group.

no.	SMILES	HUVEC prolif 384	PostGolgi ctrl	PostGolgi yeast	S1P2 blocker	S1P2 ag	Fibroblast inh	hDAT+cocaine	H69AR inhibit	E coli WT exp
1	O=C(NCC1CCCO1)c1ccc(CS(=O)(=O)c2ccc(Cl)cc2)o1 (configuration not stated)	93	1	21	-24	0	93	-0.22	96	3
2	O=c1c(N2CCCCC2)coc2ccccc12	103	14	-5	1	-2	112	-1.4	81	1
3	CCc1ccc2[nH]c(=O)c(CN(Cc3ccc(F)cc3)C(c3nnnn3CCN3CCOCC3)C(C)C)cc2c1 (configuration not stated)	57	16	1	-21	-2	70	.	71	-7
4	Cc1cccc(NC(=O)CSc2n[nH]c(-c3ccncc3)n2)c1	113	3	-5	11	-3	102	0.062	99	-7
5	COc1cc(NS(=O)(=O)c2ccc(C)cc2)ccc1-n1cnnn1	105	14	5	3	-3	101	0.16	102	2
6	Cc1nn(Cc2nc(-c3cccs3)no2)c(C)c1Br	93	-10	4	2	-3	105	0.62	94	-1
7	C=CCOc1ccc2ccccc2c1CNc1ncn[nH]1	99	5	-5	1	-5	91	-1.5	72	-4
8	O=C(CNC(=O)c1ccc(Oc2ccccc2)cc1)OC1CCCCC1=O (configuration not stated)	.	-7	11	-13	-1	.	0.35	.	4
9	CN(C)CCCOC(=O)CCc1ccccc1	103	7	8	4	-1	99	-0.37	101	6
10	CC(C)C(C(=O)OCC(=O)c1ccc2c(c1)NC(=O)CO2)N1C(=O)c2ccccc2C1=O (configuration not stated)	84	5	4	.	.	95	1.3	83	1
11	CC(=O)Nc1cccc(NC(=O)c2cc(-c3cccnc3)nc3ccc(Br)cc23)c1	.	-2	-5	26	-10	.	0.82	.	3
12	Cc1cc(C(F)(F)F)c(C#N)c(Sc2ccccc2)n1	.	1	-4	13	-2	.	-1.1	.	7
13	COc1cc(C(c2sc3nc(C)nn3c2O)N2CCOCC2)cc(OC)c1OC (configuration not stated)	.	3	4	-7	-3	.	1.5	.	2
14	CCc1ccc(C(=O)Nc2nnn(CC)n2)cc1	94	7	-2	9	-9	96	-0.56	111	8
15	CCOC(=O)c1csc(NC(=O)CSc2nnnn2-c2cccc(OC)c2)n1	95	.	.	-10	-3	98	.	78	.
16	CCOC(=O)N1CCN(c2ccc(C(C)=O)cc2F)CC1	101	.	.	-1	-6	98	0.63	100	.
17	CCOc1ccc(-c2nc3n(c(=O)c2C#N)CCCS3)cc1	85	-6	10	-21	-3	100	-0.19	102	2
18	COCCN(C(=O)CSc1nnc(Nc2ccccc2F)s1)c1c(N)n(Cc2ccccc2)c(=O)[nH]c1=O	.	-3	-5	13	-4	.	1.5	.	7
19	CCOC(=O)N1CCC(NC(=O)C(C)n2c3ccccc3c3cnn(C)c(=O)c32)CC1 (configuration not stated)	93	1	0	.	.	96	0.54	102	3
20	CCNC(=O)NC(=O)C(C)OC(=O)c1oc2ccc(OCC)cc2c1C (configuration not stated)	.	10	-6	5	-2	.	-0.82	.	-1
21	O=C(Nc1ccc(F)cc1)c1ccccc1F	100	0	29	-17	0	119	0.061	95	8
22	COC(=O)CC(NC(=O)c1ccco1)c1cccc2ccccc12 (configuration not stated)	84	10	3	0	-3	96	0.42	102	0
23	CC(=O)Nc1ccc(C)cc1NC(C)=O	106	4	8	-3	-1	101	-0.39	89	-7
24	O=C(Nc1ccon1)c1ccc2c(c1)OCO2	97	7	12	19	-2	92	0.014	.	4
25	COC(=O)c1ccccc1NC(=O)c1ccco1	104	8	-9	-19	-2	103	1	99	4

One compound at a time, as listed above:
`C=CCOc1ccc2ccccc2c1CNc1ncn[nH]1` in the list: HUVEC prolif 384: 99; PostGolgi ctrl: 5; PostGolgi yeast: -5; S1P2 blocker: 1; S1P2 ag: -5; Fibroblast inh: 91; hDAT+cocaine: -1.5; H69AR inhibit: 72; E coli WT exp: -4
`Cc1cc(C(F)(F)F)c(C#N)c(Sc2ccccc2)n1` in the list: HUVEC prolif 384: .; PostGolgi ctrl: 1; PostGolgi yeast: -4; S1P2 blocker: 13; S1P2 ag: -2; Fibroblast inh: .; hDAT+cocaine: -1.1; H69AR inhibit: .; E coli WT exp: 7
`COC(=O)c1ccccc1NC(=O)c1ccco1` in the list: HUVEC prolif 384: 104; PostGolgi ctrl: 8; PostGolgi yeast: -9; S1P2 blocker: -19; S1P2 ag: -2; Fibroblast inh: 103; hDAT+cocaine: 1; H69AR inhibit: 99; E coli WT exp: 4

More structures follow:
no.	SMILES	HUVEC prolif 384	PostGolgi ctrl	PostGolgi yeast	S1P2 blocker	S1P2 ag	Fibroblast inh	hDAT+cocaine	H69AR inhibit	E coli WT exp
26	CCc1nnc(NC(=O)CSc2nc(C)c3c(c2C#N)CCCC3)s1	59	18	8	-8	-8	94	0.61	24*	-2
27	C=CCn1c(Cc2cccs2)nnc1SCC(=O)Nc1cccc(OC)c1	89	-2	1	-4	-3	99	0.49	80	2
28	CCOCCCNc1nc2c(c(=O)[nH]c(=O)n2C)n1CCCc1ccccc1	93	29	8	-10	-1	93	0.28	80	1
29	CC(c1nnc(SCC(=O)NC(=O)NCc2ccco2)n1-c1ccc(Cl)cc1)N(C)C (configuration not stated)	97	4	7	7	-6	.	0.86	58	4
30	O=C1C(=O)N(Cc2cccnc2)C(c2ccccn2)/C1=C(/O)c1ccc(Br)cc1 (configuration not stated)	95	0	-4	19	-6	93	-1.3	89	6
31	Cc1ccc(OCC(=O)N/N=C2\CCOc3c(C)cccc32)cc1	.	11	-2	22	-4	.	-0.17	.	-5
32	CCc1nc(N)c(C#N)c(-c2ccncc2)c1C	98	1	-13	-18	-6	93	-0.01	89	5
33	Cn1c(=O)c2[nH]c(-c3cccnc3)nc2n(C)c1=O	98	0	13	-15	-6	95	-0.46	93	-5
34	Cc1cc(C)c(C#N)c(N2CCN(Cc3ccc4c(c3)OCO4)CC2)n1	94	5	-2	-6	-5	96	2.3	87	3
35	CCSc1nc(N2CCOCC2)c2c(c1C#N)CC(C)(C)N(C)C2	98	2	-3	-6	-5	93	-0.56	86	1
36	COCC(=O)N1CCN(c2ccc([N+](=O)[O-])cc2)CC1	.	5	10	-16	-8	.	-0.65	.	3
37	CCCC(=O)NCCc1cc2cc(C)c(C)cc2[nH]c1=O	84	.	.	14	-8	94	0.13	87	.
38	Cc1ccc(NCc2nnc(SCC(=O)N3CCCCC3)n2CC2CCCO2)c(C)c1 (configuration not stated)	93	.	.	15	-6	96	0.44	84	.
39	COc1cccc(CNc2nc3nc(C)cc(C)n3n2)c1	93	5	-10	-3	-8	103	-0.23	81	-4
40	O=C(CCC1CC(=O)Nc2ccccc21)NCc1ccccc1 (configuration not stated)	93	4	3	-2	-5	94	-1.1	103	5
41	CN(C)c1ccc(/C=N/c2cc(-c3ccccc3)nn2-c2ccccc2)cc1	.	-4	27	-6	-3	.	-0.47	.	-9
42	CC1CCN(C(=O)CCCNC(=O)Cn2cnc3sc4c(c3c2=O)CCCC4)CC1	96	2	-8	-8	-5	97	.	86	6
43	O=C(COc1ccccc1)NCC(=O)Nc1ccc(S(=O)(=O)NCc2ccco2)cc1	.	-2	5	-2	-7	.	1.3	.	-7
44	Cc1nc2c(C(=O)NCc3ccc4c(c3)OCO4)c[nH]n2c(=O)c1Cl	116	-2	-7	9	-4	103	-0.8	.	-11
45	COc1ccc(Cl)cc1NC(=O)CCn1cnc2ccccc2c1=O	93	13	6	-8	-5	99	1.4	91	-10
46	CCn1c(=NC(=O)CN2C(=O)CCC2=O)sc2c(C)cc(C)cc21	98	9	-4	-17	-1	99	1.5	67	6
47	NNC(=O)c1nnn(-c2nonc2N)c1-c1cccs1	91	3	0	-18	-6	98	-0.0091	89	3
48	CCCc1[nH]n(-c2nc3ccccc3s2)c(=O)c1C=NCCN1CCOCC1	92	10	-3	-5	-5	97	0.015	103	-4
49	Cc1nn(-c2ccccc2)c2[nH]c(=O)c(CNCc3ccc4c(c3)OCO4)cc12	91	-12	13	-21	-4	88	0.73	92	2
50	COc1ccc2cc(C(=O)NC3CCCCC3)c(=O)oc2c1	111	3	1	-11	-3	108	-1.2	91	-10
51	O=C(Nc1ccccc1)c1nnsc1S(=O)(=O)c1ccc(Cl)cc1	.	98*	76*	61*	-6	.	-0.17	.	11
52	O=C(NCc1ccc2c(c1)OCO2)c1c[nH]c2ccc(S(=O)(=O)N3CCOCC3)cc2c1=O	94	-8	13	-8	-3	95	0.34	87	-10
53	Cc1ccccc1OCC(=O)Nc1cccc(NC(=O)c2ccco2)c1	.	-2	-1	4	-6	.	0.1	.	-1
54	O=C(NCCN=C1NS(=O)(=O)c2ccccc21)c1ccc2nccnc2c1	107	2	-10	0	-5	96	-0.64	.	2
55	CC1(C)CC(=O)C(CC2=C(O)CC(C)(C)CC2=O)=C(O)C1	111	7	4	-2	-7	106	-0.42	102	-2
56	CCCC(c1nnnn1CCc1ccccc1)N1CCN(C(=O)c2ccco2)CC1 (configuration not stated)	97	29	-3	-4	-9	105	0.43	81	7
57	O=C(CSc1nccc(=O)[nH]1)N1CCc2ccccc2C1	90	8	-1	-23	-4	95	-0.57	94	-12
58	CCOC(=O)C(C)Oc1nc(Oc2ccccc2)nc(N(C)C)n1 (configuration not stated)	92	15	0	-14	-1	98	0.26	96	-9
59	Cc1ccc(C2Oc3ccccc3C3=C2C(c2cccs2)n2ncnc2N3)cc1 (configuration not stated)	66	39*	18	-2	3	44*	0.17	18*	-7
60	O=C1OC2(c3ccccc3)C3CCCC2C13	88	0	9	-20	-4	100	-0.18	84	9
61	COc1cc(-c2nc3ccccc3s2)ccc1O	50	9	7	-11	-5	90	0.35	40*	21
62	CCCC(=O)Nc1cc(OCC)c(NC(=O)NC2CCCCC2)cc1OCC	101	3	4	-6	0	100	-0.9	98	-13
63	COc1ccc2nc(SCC(=O)N(C)C3CCCCC3)c(C#N)cc2c1	90	23	12	-5	-4	96	1.1	87	-9
64	CCc1cc(=O)oc2c(C)c(O)c(CN3CCCCC3)cc12	95	1	9	0	1	94	-0.44	64	0
65	Cc1cc(C(=O)CSc2nnnn2C)c(C)n1-c1ccc2c(c1)OCCO2	115	8	-3	9	-4	98	-0.23	86	-1
66	CCCC(=O)NC(=S)Nc1cccc(C(C)=O)c1	.	-3	-1	-7	-1	.	.	.	6
67	CCOC(=O)N1CCN(C(=O)c2ccc(CN(c3ccccc3)S(C)(=O)=O)cc2)CC1	108	16	-10	4	-8	100	0.093	92	-1
68	CCOC(=O)C(C#N)C(c1cccnc1)c1c(C)[nH][nH]c1=O (configuration not stated)	95	26	5	8	-2	105	-1.9	102	-6

A portion from the list above, as a working copy:
no.	SMILES	HUVEC prolif 384	PostGolgi ctrl	PostGolgi yeast	S1P2 blocker	S1P2 ag	Fibroblast inh	hDAT+cocaine	H69AR inhibit	E coli WT exp
1	O=C(NCC1CCCO1)c1ccc(CS(=O)(=O)c2ccc(Cl)cc2)o1 (configuration not stated)	93	1	21	-24	0	93	-0.22	96	3
2	O=c1c(N2CCCCC2)coc2ccccc12	103	14	-5	1	-2	112	-1.4	81	1
3	CCc1ccc2[nH]c(=O)c(CN(Cc3ccc(F)cc3)C(c3nnnn3CCN3CCOCC3)C(C)C)cc2c1 (configuration not stated)	57	16	1	-21	-2	70	.	71	-7
4	Cc1cccc(NC(=O)CSc2n[nH]c(-c3ccncc3)n2)c1	113	3	-5	11	-3	102	0.062	99	-7
5	COc1cc(NS(=O)(=O)c2ccc(C)cc2)ccc1-n1cnnn1	105	14	5	3	-3	101	0.16	102	2
